# PHOSPHO1 inh – PubChem AID 1565 | 290,000 compounds, 1.1% hits | inhibition, % at 13.3 µM | recombinant PHOSPHO1, absorbance phosphatase assay; in the data active = inhibition above about 60%
# MEKK3 PB1 HTS – modulators of MEKK3-MEK5 PB1 binding, primary screen, biochemical, wildtype MEKK3, multiplex bead flow cytometry, Alexa488-MEK5 | binding response (% of control), % at 10 µM | bead-based flow cytometry, Alexa488-MEK5 binding to MEKK3; actives lie on both sides; 0 = blocked by unlabeled MEK5, 100 = vehicle | 290,000 compounds, 1.4% hits | Mitogen-activated protein kinase kinase kinase 3 (Homo sapiens), Q99759 | AID 1529, 2009;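 active = binding response more than 3 SD above or below the average of its plate-row segment, actives on both sides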;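 also: Alexa488 bead fluorescence after subtracting the streptavidin-only scavenger bead signal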
# Target sequence (Q99759 whole entry, looked up): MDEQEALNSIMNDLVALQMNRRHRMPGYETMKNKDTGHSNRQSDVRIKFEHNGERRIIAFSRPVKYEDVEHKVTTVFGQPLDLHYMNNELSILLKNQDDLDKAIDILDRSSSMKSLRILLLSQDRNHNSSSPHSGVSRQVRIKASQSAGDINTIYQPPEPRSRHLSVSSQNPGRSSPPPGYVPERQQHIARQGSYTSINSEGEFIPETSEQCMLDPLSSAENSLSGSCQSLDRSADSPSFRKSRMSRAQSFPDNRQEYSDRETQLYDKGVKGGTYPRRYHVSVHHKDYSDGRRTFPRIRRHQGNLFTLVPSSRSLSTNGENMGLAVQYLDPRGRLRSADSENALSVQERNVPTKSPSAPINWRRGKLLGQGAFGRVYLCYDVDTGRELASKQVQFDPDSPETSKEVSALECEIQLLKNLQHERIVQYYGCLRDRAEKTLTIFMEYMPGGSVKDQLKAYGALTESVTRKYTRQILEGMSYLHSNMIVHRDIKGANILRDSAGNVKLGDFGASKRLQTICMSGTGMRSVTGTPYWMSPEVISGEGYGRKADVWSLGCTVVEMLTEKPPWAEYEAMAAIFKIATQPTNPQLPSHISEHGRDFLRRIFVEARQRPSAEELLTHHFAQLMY
# M4 PAM – human M4 muscarinic receptor positive allosteric modulators, primary screen, CHO-K1 cells, Fluo-8 calcium fluorescence. Muscarinic acetylcholine receptor M4 (Homo sapiens), P08173. AID 624126, 2012. 360,000 compounds, 0.4% hits. activation, % at 3 µM. CHO-K1 hM4/Gqi5, ACh EC20; 0% = ACh EC20, 100% = maximal ACh;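 active = activation above its plate's cutoff, the mean activation of sample wells plus 3 SD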; also: some results filed as inactive read as strong as hits
# CRFR2-BP antag – antagonists of CRF-BP/CRF-R2 complex, primary screen, cell-based, HEK293, calcium dye fluorescence, uHTS; CRF-induced calcium fluorescence; inhibition, % at 11.8 µM; 350,000 compounds, 0.59% hits; AID 588475, 2011;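 active = inhibition of the ligand-induced calcium signal above about 50% at the single tested concentration, limit read from the data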
# pCIP destab – p/CIP-EGFP fusion destabilizers, primary screen, fluorescence, F442A cells; Q05BA5; 290,000 compounds, 0.01% hits; 16 h; decrease of EGFP signal, % at 10 µM;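 active = EGFP signal decrease of at least 30% at 10 µM or well 3 SD below plate mean, unless failing retest; inactive = the rest, including hits failing retest or dose response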; also: some compounds called inactive have numbers as strong as hits; many of its hits are not listed in these tables
# IDE cell inh – human IDE inhibitors in live cells, primary screen, fluorescence polarization, HEK cells, FAbetaB substrate; Insulin-degrading enzyme (Homo sapiens), P14735; FAbetaB cleavage; AID 434962, 2010; inhibition, % at 5.59 µM; 320,000 compounds, 0.41% hits;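 active = percent inhibition above the average of all tested compounds plus 3 SD, set per screening campaign, cut at about 16% in these data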;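 also: IDE supplied by intact live HEK cells; FP after avidin binding of uncleaved biotin substrate so inhibition keeps polarization high; 0% = DMSO wells and 100% = 60 µM reference IDE inhibitor Ii1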
# IDE act – human IDE activators in live cells, primary screen, fluorescence polarization, HEK cells, FAbeta-B substrate; Insulin-degrading enzyme (Homo sapiens), P14735; activation, % at 5.96 µM; FAbeta-B cleavage; 0% vehicle, 100% cell-free pure enzyme wells; 340,000 compounds, 0.073% hits;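 active = activation above the mean of all tested compounds plus 3 SD, set per screening campaign, cut at about 17% in these data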
# CRFBP-R2 agonist – agonists of CRF-BP/CRF-R2 complex, primary screen, cell-based, HEK293, calcium dye fluorescence, uHTS | AID 588473, 2011 | 350,000 compounds, 0.46% hits | activation, % at 13.2 µM | calcium dye fluorescence (FLIPR); percent of saturating CRF peptide response;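 active = activation of at least 50%, plus an integration ratio under a set limit after plate pattern correction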;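 also: plate controls were neutral control wells without compound for no effect and CRF at EC100 for full effect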
# GalR3 antagonist – GalR3 antagonists in HEK293 cells, primary screen, cell-based, fluorescence readout. inhibition, % at 3 µM. 360,000 compounds, 0.44% hits. HEK293 GalR3-CNG cAMP membrane potential fluorescence; galR3 body fused to GalR1 C-terminus. Galanin receptor type 3 (Homo sapiens), O60755. AID 651719, 2012;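 active = inhibition above the screen-wide average plus 3 SD, cut at about 13% in these data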;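 also: forskolin and galanin both at EC90 stimulate the cells; cAMP rise reported by CNG channel membrane potential dye signal; 0% = forskolin plus galanin with DMSO and 100% = forskolin alone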
# Target sequence (O60755 1-299 limits assumed): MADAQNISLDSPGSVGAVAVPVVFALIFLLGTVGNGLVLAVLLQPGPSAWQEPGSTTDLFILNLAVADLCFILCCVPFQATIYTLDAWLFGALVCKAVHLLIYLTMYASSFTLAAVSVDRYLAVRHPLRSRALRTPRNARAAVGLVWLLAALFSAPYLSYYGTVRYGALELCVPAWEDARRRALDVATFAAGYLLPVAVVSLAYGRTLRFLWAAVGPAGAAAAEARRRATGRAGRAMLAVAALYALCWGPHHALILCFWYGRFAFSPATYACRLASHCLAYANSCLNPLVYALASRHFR
# An asterisk follows results filed as active; . = not tested or not shown.
no.	SMILES	IDE act	MEKK3 PB1 HTS	GalR3 antagonist	IDE cell inh	M4 PAM	CRFR2-BP antag	pCIP destab	PHOSPHO1 inh	CRFBP-R2 agonist
1	O=C(CCN=C1NS(=O)(=O)c2ccccc21)OCc1nnc(-c2ccc([N+](=O)[O-])cc2)o1	1	.	-4	-2	5	6	.	.	-2.9
2	COc1ccc(C(=O)N/C(=C\c2ccco2)C(=O)NCc2ccco2)cc1	5	97	-3	-4	-1	-3	-17	34	-0.9
3	COc1ccccc1CN1CC(C(=O)NCCSc2nnnn2C)CCC1=O (centres undefined)	-1	104	-1	-1	14	-1	-4	43	-0.6
4	Cc1cc(C(=O)N[C@H](c2ccccc2)[C@@]2(C)C[C@@H]2[C@@H](C)C(=O)Nc2ccc3ccccc3c2)n(C)n1	2	98	-1	11	-12	-11	3	11	-0.2
5	CCC(C(=O)NCCc1c[nH]c2cc(OC)ccc12)c1ccccc1 (centres undefined)	-2	106	-10	-2	-5	-6	0	46	-1.2
6	COc1ccc(Cn2c(C3CC3)nc3ccc(NC(C)=O)cc3c2=O)cc1	4	102	3	0	-7	-15	-4	20	1.4
7	Cc1c(N2C(=O)/C(=C\C3CC=CCC3)SC2=S)c(=O)n(-c2ccccc2)n1C (centres undefined)	-3	99	-2	-1	-14	-4	-7	-22	-0.3
8	N#Cc1ccc(CN(Nc2ccccc2)c2ccccc2)cc1	.	.	2	.	-13	56*	.	.	-2.4
9	Cc1ccn2c(=O)c(C(=O)NCCC3=CCCCC3)c(O)nc2c1	1	101	-4	-3	2	-11	-14	7	-0.8
10	Cc1ccc([C@H]2C(C(=O)O)=CC[C@@H](c3cccc(C)c3)N2S(=O)(=O)c2ccc(C)cc2)cc1	3	.	-7	-1	2	12	.	.	-0.5
11	CC1Cc2nc(SCC(=O)Nc3ccc(F)cc3)n(C)c(=O)c2S1 (centres undefined)	6	.	0	7	7	27	0	-19	-4.2
12	O=C(NC12CC3CC(CC(C3)C1)C2)c1ccco1	7	108	-10	-1	-7	1	-5	29	1.4
13	COc1ccc(/C=N/N(C)C2=NCCN2)c(OC)c1OC	1	102	-10	-5	2	-4	-8	30	-0.7
14	COc1ccc(-c2cc3c(=O)n(CC(=O)NCCCN4CCN(Cc5ccccc5)CC4)ncn3n2)cc1	6	97	-7	-2	-4	-11	-12	18	0.8
15	O=C(c1ccc(Cl)cc1)N1CCN(S(=O)(=O)/C=C/c2ccccc2)CC1	2	.	-6	0	-11	3	.	.	0.0
16	O=C(NCc1ccco1)c1ccc2c(c1)C(=O)N(Cc1ccccc1)C2=O	5	100	-2	-2	5	19	1	6	0.0
17	CCN(CC)CCCNc1ccc2ncn3c4ccc(O)cc4c(=O)c1c23	14	.	-7	.	7	-245	.	.	215*
18	CCOc1ccc(NC(=O)CN(C)C(=O)CCCc2nc3ccccc3c(=O)[nH]2)cc1OCC	8	.	-2	7	0	-2	.	.	-0.2
19	CC(=N[C@@H]1CCCC[C@H]1N=C(C)c1ccccc1O)c1ccccc1O	2	85	-4	-2	3	31	1	-8	-1.9
20	CCOc1cc(-c2noc(CCC(=O)N3CCOCC3)n2)ccc1OC	0	114	-8	2	9	-3	0	-2	0.8
21	COc1ccc(N2CCN(c3nc(C)c(C)c(=O)[nH]3)CC2)cc1	2	107	-3	1	11	13	-1	14	-0.7
22	O=C(COc1ccc2ccccc2c1)NNC(=O)c1cccs1	-2	103	-4	3	5	5	-16	4	-2.4
23	O=C(CCN1CCCCC1)Nn1c(=S)[nH]c2ccccc2c1=O	7	96	-6	-4	-1	-3	-1	50	-1.2
24	CC(=O)Cc1nsc(Nc2ccc(Cl)cc2)n1	8	99	0	-2	5	7	20	-1	-3.2
25	COCCn1c(=O)[nH]c2cc(C(=O)N3CCN(c4ccc(OC)cc4)CC3)ccc2c1=O	9	103	-3	-6	1	-6	-7	44	-2.1
26	CSc1ncnc2c1ncn2CCCN1CCN(c2ccccn2)CC1	.	.	-7	.	1	0	.	.	3.1
27	Cc1cccc(C(=O)OCCN2CCOCC2)c1	9	102	-12	0	0	17	-1	36	-0.9
28	CSc1ccc(S(=O)(=O)NCC(=O)OCC(=O)NCC2CCCO2)cc1[N+](=O)[O-] (centres undefined)	4	.	5	-4	2	-5	.	.	2.7
29	O=C(/C=C\Nc1ccccn1)c1ccc(Cl)cc1	4	105	-2	-2	2	-17	-5	37	-2.3
30	Cc1cc(C)n(CCC(=O)N/N=C/c2cccc([N+](=O)[O-])c2)n1	-2	98	-1	1	20	-11	-4	24	-2.5
31	Cc1ccc(CNC(=O)CNC(=O)c2c(C)nn(C)c2Cl)cc1	2	99	-2	2	13	3	10	24	0.9
32	N#CCSc1nc(-c2ccccc2)c2cc(Cl)ccc2n1	0	101	-3	-5	-2	30	-2	6	-3.0
33	COc1ccccc1NC(=O)c1ccc2c(c1)N(CC(=O)NC(C)C)C(=O)C(C)(C)O2	5	102	-9	-1	0	-7	-1	31	-0.9
34	O=C(COc1cc(F)ccc1[N+](=O)[O-])Nc1cccc(S(=O)(=O)NC2=NCCC2)c1	-2	.	-4	-2	-3	2	.	.	-0.8
35	COc1ccc(Cc2nc3ccc(C(=O)N(C)CCn4ccnc4)cc3o2)cc1OC	-2	99	3	10	0	13	-9	2	-5.1
36	CCC(OC(=O)c1cccs1)C(=O)NCc1ccc2c(c1)OCO2 (centres undefined)	7	105	-2	-1	12	14	7	-3	-2.3
37	C/C(=N\O)C(C)/[N+]([O-])=C/c1nc(C)c(C)n1O (centres undefined)	8	101	-2	8	7	3	.	.	1.4
38	O=C(CSc1n[nH]c(-c2ccco2)n1)Nc1ccc(Br)cc1	-11	100	-3	0	5	16	-10	16	-0.3
39	CCOC(=O)c1[nH]cnc1C(=O)Nc1ccc(F)cc1	-1	100	-5	-7	4	9	-3	48	-2.9
40	COC(=O)CSC1=C(C#N)C(c2ccc(C)o2)CC(=O)N1 (centres undefined)	2	109	-1	1	0	-17	3	1	-2.2
41	O=C(Nc1nc2ccc(S(=O)(=O)N3CCCC3)cc2s1)C1CCCCC1	6	.	-6	1	-2	-73	5	14	9.9
42	O=C(CCCOc1ccc(Cl)cc1Cl)Nc1ccc(O)cc1C(=O)O	2	87	-5	0	15	17	-12	3	0.5
43	Cc1ccc(CN(c2ccc(C(=O)N3CCCC3)cc2)S(C)(=O)=O)cc1	0	88	-6	-4	4	1	-5	-4	-1.4
44	CCCCCCC(=O)N(O)C1CC(=O)N(c2ccc(Cl)cc2)C1=O (centres undefined)	-1	100	-1	-5	-3	13	-1	16	-1.4
45	COc1ccc(-n2nnnc2SCC(=O)NNC(=O)c2ccc([N+](=O)[O-])cc2)cc1	4	107	-3	-1	-3	10	-4	-2	-0.7
46	CC(CCc1ccccc1)NC(=O)c1ccc(F)cc1 (centres undefined)	4	101	-2	6	-2	-5	-10	.	0.0
47	O=C(Nc1c2c(nn1-c1ccc(F)cc1)CS(=O)(=O)C2)C1CCCC1	3	95	-11	2	-6	-9	-3	22	0.0
48	Cc1ccccc1Cn1nc(C)c(NC(=O)c2noc3c2CCc2ccccc2-3)c1C	0	102	7	-2	-8	10	-2	-6	3.0
49	O=C(NCc1ccccc1Cl)c1cccc(NC2=NC3CS(=O)(=O)CC3S2)c1 (centres undefined)	-9	101	.	0	-9	24	6	12	-2.5
50	CCOC(=O)Cc1csc(NC(=O)NC2(C(F)(F)F)Oc3ccccc3O2)n1	3	99	-3	4	17	-19	-10	15	2.4

# (further entries)
no.	SMILES	IDE act	MEKK3 PB1 HTS	GalR3 antagonist	IDE cell inh	M4 PAM	CRFR2-BP antag	pCIP destab	PHOSPHO1 inh	CRFBP-R2 agonist
51	O=C(N/N=C/c1cc2c(cc1Br)OCO2)c1cccnc1	1	94	-3	-8	1	-7	15	-7	0.5
52	O=C(CNC(=O)c1cccc(N2C(=O)c3ccccc3C2=O)c1)Nc1ccc(F)c(F)c1	4	.	-3	2	0	28	.	.	-0.2
53	Oc1ccccc1OCc1nc2ccccc2s1	7	103	-3	0	-4	10	-5	39	-2.0
54	O=C1c2ccccc2S(=O)(=O)c2cc(N3CCN(c4ccccc4)CC3)ccc21	.	101	0	-3	.	10	.	.	-0.4
55	O=C(CN1C(=O)CCOc2ccccc21)Nc1ccc(Cl)c(S(=O)(=O)N2CCOCC2)c1	0	.	-8	-2	-3	8	.	.	0.3
56	CCOC(=O)CNC(=O)CSc1nc(N)cc(N)n1	4	111	4	-2	6	9	-3	14	1.0
57	CC1(C)Cc2nc3sc(C(=O)NCCCO)c(N)c3cc2CO1	5	96	4	-2	-1	8	4	8	-2.4
58	O=C(Nc1ccc(-c2nc3cc(Cl)ccc3c(=O)o2)cc1)c1ccco1	2	103	-9	7	-8	-9	0	4	3.3
59	CN1CCN(c2ccc(S(=O)(=O)N3CCCCC3)cn2)CC1	4	96	-6	0	17	-10	-1	15	0.6
60	CCCOc1cccc(C(=O)N(Cc2cccs2)C2CCS(=O)(=O)C2)c1 (centres undefined)	-5	110	-1	5	6	2	-10	1	-3.2
61	COc1ccc(N2CCN(C(=O)CN(C3CCCCC3)S(C)(=O)=O)CC2)cc1	3	95	-4	1	-2	-1	-6	29	-2.2
62	CC1=NNC(=O)C1CC(=O)N/N=C(\C)c1cccs1 (centres undefined)	5	93	-5	-4	5	47	7	28	0.5
63	CCC1=Nc2cc(C(=O)NCc3cccnc3)ccc2Sc2ccc(C)cc21	1	105	-7	2	-9	-8	-6	42	2.5
64	O=C(O)CSc1nc(SCc2ccccc2Cl)nc2c1CCCC2	5	122*	-1	-1	7	-4	5	3	-0.6
65	O=C(NCCc1ccccc1)C1CCC(=O)N(Cc2cccc(C(F)(F)F)c2)C1 (centres undefined)	-2	103	0	.	-6	-6	-11	27	0.2
66	O=C(NC[C@H]1CCCO1)c1cccc2c1C(=O)c1ccc(-c3ccc(F)cc3OCc3ccccc3)cc1S2(=O)=O	3	.	-4	7	7	2	.	.	-0.3
67	CCSC1=NCCN1S(=O)(=O)c1ccc(NC(C)=O)cc1	2	104	3	6	-4	0	8	-2	-0.2
68	CCN(Cc1ccccc1)C(=O)CC1Oc2ccccc2NC1=O (centres undefined)	4	115	-3	-2	-5	11	-17	-1	-1.4
69	COc1ccc(OC)c(NC(=O)CSc2nc(N)c(-c3ccccc3)c(=O)[nH]2)c1	3	99	30*	3	7	-8	-9	2	-1.2
70	CCCCOc1ccc(C(=O)NNC(=O)C2C3C=CC(C3)C2C(=O)O)cc1 (centres undefined)	-3	104	-2	0	4	-8	-48	32	5.0
71	COc1ccc(CSC(=N)N)cc1[N+](=O)[O-]	3	108	1	-1	-7	-2	1	16	0.3
72	CC1(C)CC(=O)C2=C(C1)N=C1SCCC(=O)N1C2c1ccccc1 (centres undefined)	-1	106	-5	-1	4	-8	-10	30	0.8
73	CCCOc1ccccc1NC(=O)c1ccc(N)cc1	2	111	6	-4	1	-15	-8	7	-1.9
74	O=C(NCCSc1ccccc1)c1cccnc1	-2	102	-6	5	6	-1	-9	-4	-4.2

# Assay outcomes from PubChem.

# Rows were taken by chance; 4.2% or so of the library scored in one or more.
